697 NFkB inh: inhibitors of PMA/ionomycin-induced NF-kB reporter, 697 cells, primary screen, B-cell NF-kB inhibitor project, cell-based, luminescence, uHTS | 697 B-cell NF-kB luciferase reporter, 16 h | inhibition, % at 4 µM | hit rate 0.33% among 330,000 | AID 435022, 2010; in the data active means inhibition above about 35%
tim10-1 inh: growth inhibitors of tim10-1 mutant yeast, primary screen, luminescence, uHTS; S. cerevisiae tim10-1 ts strain growth, BacTiter-Glo, 24 h; hit rate 2.2% among 330,000; inhibition, % at 20 µM;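 active means inhibition of at least 40%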;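 further: mutant grown at 25 °C; 0% = DMSO wells with yeast and 100% = wells holding no yeast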
TIM10 inh: growth inhibitors of isogenic TIM10 control yeast, primary screen, counter-screen for tim10-1 yeast inhibitor project, luminescence, uHTS; S. cerevisiae TIM10 strain growth, BacTiter-Glo luminescence, 24 h; inhibition, % at 10 µM; hit rate 1.4% among 330,000;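 active means inhibition of 40% or more at the single tested concentration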;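 further: wild-type TIM10 isogenic control strain grown at permissive 25 °C; 0% = DMSO yeast wells and 100% = minimal medium wells without yeast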
Jurkat NFkB inh: inhibitors of induced NF-kB luciferase reporter, primary screen, TCR NF-kB activation inhibitor project, cell-based, luminescence, uHTS. inhibition, % at 4 µM. Jurkat, PMA/ionomycin-induced NF-kB luciferase reporter. hit rate 0.53% among 330,000. AID 435003, 2010; in the data active means inhibition above about 50%
XBP1 UPR activ: activators of adaptive XBP1 UPR arm, primary screen, cell-based, CHO-XBP1 luciferase reporter, luminescence, uHTS. IRE1-XBP1 UPR activation; percent of tunicamycin response, DMSO as zero. activation, % at 20 µM. hit rate 0.33% among 330,000;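 active means versus positive control, 20 µM dose yields 30% or more activation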;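 further: 100% = tunicamycin at 10 µg/mL and 0% = DMSO only wells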
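Signal: luciferase luminescence; Assay system: CHO-XBP1 luciferase reporter cells; Amount: one thousand reporter cells per well; Dosing: 20 µM single concentration, DMSO 1%; Benchmarks: high control tunicamycin 10 µg/mL final, low control DMSO vehicle only; Schedule: 6 h compound exposure at 37 °C, 5% CO2; Evaluation: percent activation relative to tunicamycin reference.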
tim23-1 inh: growth inhibitors of tim23-1 mutant yeast, primary screen, luminescence, uHTS; hit rate 1.3% among 330,000; S. cerevisiae tim23-1 growth, BacTiter-Glo luminescence, 24 h; AID 463212, 2010; inhibition, % at 20 µM;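 active means growth inhibition of the mutant yeast at or above 50%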;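 further: temperature-sensitive mutant grown at 25 °C; plate controls were DMSO-treated mutant yeast for no effect and medium wells lacking yeast for full effect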
Mdm2-MdmX inh: inhibitors of human Mdm2-MdmX association, primary screen, cell-based, luminescence, split luciferase, SaOS-2, uHTS. inhibition, % at 8 µM. hit rate 3% among 330,000. Protein Mdm4 (Homo sapiens) + E3 ubiquitin-protein ligase Mdm2 (Homo sapiens), …. SaOS-2 split-luciferase Mdm2/MdmX complementation;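 active means inhibition of at least 50% at 8 µM in the primary screen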
Target sequence (O15151 whole entry, looked up): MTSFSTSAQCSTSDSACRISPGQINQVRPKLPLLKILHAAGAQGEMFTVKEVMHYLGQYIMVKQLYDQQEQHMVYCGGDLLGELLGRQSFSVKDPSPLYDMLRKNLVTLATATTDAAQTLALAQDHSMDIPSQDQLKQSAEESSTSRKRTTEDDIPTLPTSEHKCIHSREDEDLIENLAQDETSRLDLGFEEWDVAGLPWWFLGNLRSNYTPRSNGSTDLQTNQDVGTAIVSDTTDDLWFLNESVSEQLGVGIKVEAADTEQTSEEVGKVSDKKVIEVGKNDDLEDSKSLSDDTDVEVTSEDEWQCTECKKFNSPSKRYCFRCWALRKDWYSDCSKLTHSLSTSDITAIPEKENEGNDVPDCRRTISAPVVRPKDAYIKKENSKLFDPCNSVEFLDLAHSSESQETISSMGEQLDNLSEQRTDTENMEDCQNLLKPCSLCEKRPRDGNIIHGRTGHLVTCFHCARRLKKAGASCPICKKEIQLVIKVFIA
Target sequence (Q00987 whole entry, looked up): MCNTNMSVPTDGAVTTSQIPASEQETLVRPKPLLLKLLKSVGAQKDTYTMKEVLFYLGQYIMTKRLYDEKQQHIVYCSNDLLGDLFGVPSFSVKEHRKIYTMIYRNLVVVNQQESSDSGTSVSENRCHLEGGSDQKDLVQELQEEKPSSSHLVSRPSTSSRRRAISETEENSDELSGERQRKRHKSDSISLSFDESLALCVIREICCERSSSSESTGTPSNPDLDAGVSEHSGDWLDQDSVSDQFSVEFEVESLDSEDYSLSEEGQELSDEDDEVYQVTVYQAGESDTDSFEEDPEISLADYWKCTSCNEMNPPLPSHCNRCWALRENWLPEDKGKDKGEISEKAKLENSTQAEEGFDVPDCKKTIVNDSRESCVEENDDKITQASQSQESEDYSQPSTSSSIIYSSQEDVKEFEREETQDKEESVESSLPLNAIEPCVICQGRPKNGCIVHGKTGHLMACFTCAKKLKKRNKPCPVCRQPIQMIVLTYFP
UPR CHOP act: activators of apoptotic CHOP UPR arm, primary screen, cell-based, CHO-CHOP luciferase reporter, luminescence, uHTS. UPR activation; percent of tunicamycin response over DMSO baseline. activation, % at 10 µM. hit rate 0.34% among 330,000. AID 449763, 2010;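 active means at 10 µM dose, activation of 40% or more, normalized to positive control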;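 further: 100% = tunicamycin at 10 µg/mL and 0% = DMSO alone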
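Dosing – one dose, 10 µM in 0.5% DMSO · System – CHO-CHOP cells, stable luciferase reporter of PERK-eIF2a-CHOP signalling · Input – 500 cells/well · Control set – tunicamycin 10 µg/mL final as positive, DMSO-only wells as negative · Timing – 6 h compound treatment, 37 °C · Measure – % activation vs tunicamycin · Technique – luminescence read with Steady-Glo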
Numbers without * were called inactive. Rows were taken by chance (roughly 6.6% active in at least one column).

# | compound | 697 NFkB inh | tim10-1 inh | TIM10 inh | Jurkat NFkB inh
1 | CCN(CC)C1CCN(C(=O)CCc2nnc(CCCCc3ccccc3)o2)C1 (stereo not drawn) | 10 | -11 | 8 | 13
2 | CCOc1cc(N2CCOCC2)c(OCC)cc1NC(=O)CN1CCc2ccccc2C1 | 0 | 24 | 4 | 3
3 | CCCc1nnc(SCC(=O)N2C(C)CCCC2C)n1CC1CCCO1 (stereo not drawn) | -6 | 8 | -2 | -19
4 | O=C(CC1Sc2ccccc2NC1=O)NCc1ccccc1 (stereo not drawn) | 18 | -9 | -12 | 6
5 | CCOc1ccc(S(=O)(=O)NCc2ccccc2Cl)cc1C(N)=O | 22 | 5 | 2 | 11
6 | CC1CCCN(C(=O)CSc2nnc3n(C4CCCC4)c(=O)c4ccccc4n23)C1 (stereo not drawn) | 35* | -4 | 3 | 7
7 | CSc1nc2sc3c(c2c(=O)n1C)CCCC3 | -38 | 39 | 5 | -33
8 | CN1CCN(C2=C(Cl)C(=O)N(C3CCCCC3)C2=O)CC1 | -5 | 28 | 8 | -18

# | XBP1 UPR activ | tim23-1 inh | Mdm2-MdmX inh | UPR CHOP act
1 | -3 | -5 | -4 | -1.2
2 | -1 | 17 | 13 | -0.1
3 | -2 | 0 | 15 | -0.5
4 | 0 | -2 | -34 | 0.0
5 | -2 | 4 | -32 | 1.5
6 | 0 | 5 | 47 | 0.5
7 | 6 | 11 | 8 | 1.9
8 | 3 | 27 | 7 | -1.4

Brought forward from above: four compounds; new compounds follow.
# | compound | 697 NFkB inh | tim10-1 inh | TIM10 inh | Jurkat NFkB inh
5 | CCOc1ccc(S(=O)(=O)NCc2ccccc2Cl)cc1C(N)=O | 22 | 5 | 2 | 11
6 | CC1CCCN(C(=O)CSc2nnc3n(C4CCCC4)c(=O)c4ccccc4n23)C1 (stereo not drawn) | 35* | -4 | 3 | 7
7 | CSc1nc2sc3c(c2c(=O)n1C)CCCC3 | -38 | 39 | 5 | -33
8 | CN1CCN(C2=C(Cl)C(=O)N(C3CCCCC3)C2=O)CC1 | -5 | 28 | 8 | -18
9 | COc1ccc(C(=O)Nc2cc(C)on2)cc1[N+](=O)[O-] | -17 | 2 | 6 | -17
10 | O=C(NCCCN1CCOCC1)c1csc2c1CCCC2 | 4 | -15 | -8 | -10
11 | CCC(C)C(NC(=O)/C(=C\c1ccccc1)NC(=O)c1ccc(OC)cc1)C(=O)O (stereo not drawn) | 16 | 1 | 8 | 9
12 | COc1cc(OC)cc(C(=O)NC(=S)Nc2ccc(Cl)c(C(=O)O)c2)c1 | 18 | 3 | -6 | -3
13 | NC(=O)c1cc(S(=O)(=O)N2CCOCC2)ccc1Sc1ccccc1N | 11 | 4 | -15 | 14
14 | CC1Oc2ccccc2N(CC(=O)Nc2ccc3c(c2)OCO3)C1=O (stereo not drawn) | -3 | 6 | 7 | 6
15 | Cc1cc(C)n(CC(=O)NNC(=O)c2ccc(OC(F)(F)F)cc2)n1 | 12 | -4 | -6 | 5
16 | CCN(Cc1nc2ccccc2c(=O)[nH]1)Cc1cc(=O)oc2cc(OC)ccc12 | 10 | -9 | 1 | -12

# | XBP1 UPR activ | tim23-1 inh | Mdm2-MdmX inh | UPR CHOP act
5 | -2 | 4 | -32 | 1.5
6 | 0 | 5 | 47 | 0.5
7 | 6 | 11 | 8 | 1.9
8 | 3 | 27 | 7 | -1.4
9 | 0 | -5 | -17 | 0.1
10 | 0 | 10 | 10 | -1.9
11 | -2 | 3 | 9 | -1.1
12 | 0 | 7 | 8 | 1.6
13 | -3 | 13 | 11 | 2.5
14 | -3 | -15 | -6 | 2.2
15 | -1 | 9 | 22 | 1.0
16 | -1 | 15 | 35 | 0.8

Next entries
# | compound | 697 NFkB inh | tim10-1 inh | TIM10 inh | Jurkat NFkB inh
17 | O=C(C1CC1)N1CCc2cc(S(=O)(=O)N3CCOCC3)ccc21 | 9 | 10 | -7 | -8
18 | COc1ccc(C(=O)NC2CCN(C(=S)Nc3ccc(C)cc3)CC2)cc1 | 4 | -18 | -18 | -14
19 | CCCN(CC(=O)Nc1ccccc1OC)C(=O)c1cnc(Cl)c(Cl)c1 | 2 | -4 | 7 | 12
20 | S=C1NCN(Cc2ccco2)CN1c1ccccc1 | -8 | 8 | 10 | -6
21 | CCCCn1c(N)c(N(CCOC)C(=O)CCNC(=O)c2ccc(Br)cc2)c(=O)[nH]c1=O | 24 | -7 | -2 | -6
22 | O=C(OCc1nc2scc(-c3ccccc3)c2c(=O)[nH]1)c1cccc([N+](=O)[O-])c1 | -4 | 15 | 22 | 9
23 | CC(=O)NC(CCS(C)(=O)=O)C(=O)Nc1cccc(C)c1 (stereo not drawn) | 14 | 11 | 7 | 8
24 | CC1CCN(S(=O)(=O)c2nnc(NC(=O)c3cccc([N+](=O)[O-])c3)s2)CC1 | -24 | -1 | 7 | 19

# | XBP1 UPR activ | tim23-1 inh | Mdm2-MdmX inh | UPR CHOP act
17 | -3 | 10 | 15 | -0.2
18 | -3 | -1 | -7 | -1.8
19 | -3 | 9 | -4 | 0.9
20 | 9 | 7 | 31 | 2.1
21 | 2 | -7 | 16 | 0.8
22 | -3 | 22 | -29 | 1.3
23 | 6 | 12 | -12 | -0.6
24 | -5 | 22 | 3 | -0.2

Pulled by structure from the entries so far, 2 records:
# | compound | 697 NFkB inh | tim10-1 inh | TIM10 inh | Jurkat NFkB inh
23 | CC(=O)NC(CCS(C)(=O)=O)C(=O)Nc1cccc(C)c1 (stereo not drawn) | 14 | 11 | 7 | 8
24 | CC1CCN(S(=O)(=O)c2nnc(NC(=O)c3cccc([N+](=O)[O-])c3)s2)CC1 | -24 | -1 | 7 | 19

# | XBP1 UPR activ | tim23-1 inh | Mdm2-MdmX inh | UPR CHOP act
23 | 6 | 12 | -12 | -0.6
24 | -5 | 22 | 3 | -0.2

The list continues:
# | compound | 697 NFkB inh | tim10-1 inh | TIM10 inh | Jurkat NFkB inh
25 | COc1ccc(-n2c(Cc3cccn3C)nnc2SCC(=O)Nc2ccccc2F)cc1 | 3 | 24 | 7 | 3
26 | CN(CCCN1CCCCC1)C(=O)CCc1nnc(C2CCCCC2)o1 | 8 | -2 | 5 | -2
27 | CCOc1ccccc1CNC(=O)c1cc2occc2n1C | 0 | 14 | -9 | 12
28 | C#CC1(O)CC(C)NCC1(C)CCC#N (stereo not drawn) | 14 | -8 | -8 | -2
29 | CCOc1cc(S(=O)(=O)n2nc(C)cc2C)ccc1F | -9 | 12 | 2 | -11
30 | Cc1ccc(S(=O)(=O)NCC(=O)OCCOc2ccc(Br)cc2)cc1 | -2 | 18 | 13 | 3
31 | CCc1sc(C(=O)Nc2cc(Cl)ccc2N2CCCCC2)cc1C | 11 | -26 | -24 | 7
32 | CN(c1ccccc1C(N)=O)S(=O)(=O)c1ccccc1 | -13 | 3 | -2 | 1

# | XBP1 UPR activ | tim23-1 inh | Mdm2-MdmX inh | UPR CHOP act
25 | -1 | 18 | 15 | -2.8
26 | -3 | 2 | 7 | 3.2
27 | -3 | 12 | -5 | 0.4
28 | 0 | -2 | 13 | -0.4
29 | -2 | 19 | 8 | -1.4
30 | 2 | 26 | -1 | -1.4
31 | -2 | -10 | -8 | -0.9
32 | 0 | 9 | -25 | -0.2

Following part.
# | compound | 697 NFkB inh | tim10-1 inh | TIM10 inh | Jurkat NFkB inh
33 | COc1ccc2oc(=O)c(-c3nc(C)cs3)cc2c1 | -76 | 11 | 13 | -74
34 | O=C(O)c1ccc[nH]c1=S | 5 | -13 | -5 | -5
35 | C#CCNC(=O)C1=C[C@H](C(C)(C)C)C[C@H](OCc2ccc(CO)cc2)O1 | 2 | -8 | 2 | 19
36 | Clc1ccc(OCc2nn3c(-c4ccncc4)nnc3s2)cc1 | 10 | 14 | 18 | 9
37 | COc1ccccc1C(=O)N1CCNC(=O)C1CC(=O)Nc1cccc(C)c1 (stereo not drawn) | 15 | -1 | -12 | -9
38 | CC(C)(O)C#Cc1ccc(C(=O)N2CCC(C(N)=O)(N3CCCCC3)CC2)cc1 | -5 | 1 | -28 | 1
39 | CN1/C(=C\C(=O)COC(=O)CNC(=O)c2ccc3ccccc3c2)C(C)(C)c2ccccc21 | -10 | 44* | 14 | -3
40 | O=C(Nc1ccccc1F)C(=O)c1cn(CC(=O)N2CCCCC2)c2ccccc12 | -6 | 13 | 7 | -24

# | XBP1 UPR activ | tim23-1 inh | Mdm2-MdmX inh | UPR CHOP act
33 | 0 | 0 | -41 | 1.1
34 | -2 | 4 | -7 | 1.0
35 | 3 | 11 | -22 | 1.1
36 | -2 | 17 | 13 | -1.2
37 | 0 | 10 | 17 | -0.2
38 | 0 | 2 | 17 | -0.6
39 | 1 | 32 | 8 | 2.4
40 | -1 | 10 | -20 | 6.4

Next part
# | compound | 697 NFkB inh | tim10-1 inh | TIM10 inh | Jurkat NFkB inh
41 | Cc1cccc(N=Nc2ccc(O)c3ncccc23)c1 | -79 | 18 | 17 | 90*
42 | CCOC(=O)Cn1nc(C)c(-c2ccccc2)c1N | 27 | 8 | 6 | 4
43 | CCCNC(=O)Cc1c(OC)ccc2cc(Br)ccc12 | -5 | 10 | 5 | 9
44 | Cc1cc(-c2n[nH]c(=S)n2CC(C)C)cs1 | -10 | 19 | 16 | -4
45 | CCOC(=O)C1=C(CC)Nc2ccccc2N/C1=N\S(=O)(=O)c1ccccc1OC | -10 | 14 | 9 | 5
46 | O=S(=O)(c1ccc2nc(-c3ccccc3)[nH]c2c1)N1CCN(c2cccc(Cl)c2)CC1 | -35 | 15 | 23 | -4
47 | COCCCN1CC(=O)N2C(c3cccc(OC)c3OC)c3[nH]c4ccccc4c3C[C@H]2C1=O (stereo partly drawn) | 13 | 11 | 26 | 3
48 | Cc1[nH]c(C)c(S(=O)(=O)NCCc2ccccc2)c1C(=O)N1CCCC1 | -23 | 0 | 11 | 5
49 | O=S(=O)(c1ccccc1)c1cnc(-c2cccnc2)nc1-c1ccc(Cl)cc1Cl | 15 | 28 | 10 | -3
50 | COC(=O)C1C(=O)C=C(Nc2ccc(F)cc2F)CC1c1ccccc1 (stereo not drawn) | -10 | 7 | 10 | 12

# | XBP1 UPR activ | tim23-1 inh | Mdm2-MdmX inh | UPR CHOP act
41 | 7 | 60* | 73* | 86*
42 | 1 | 3 | 17 | 1.3
43 | -2 | 5 | 13 | 0.1
44 | -2 | 27 | -28 | -0.6
45 | -3 | 15 | -15 | 4.3
46 | 2 | 15 | 35 | 3.3
47 | -2 | 14 | -8 | 0.7
48 | 1 | 21 | 8 | -0.4
49 | -4 | 21 | 27 | -2.2
50 | -1 | 12 | 1 | 3.8

Source: PubChem (Sanford-Burnham Center for Chemical Genomics)
